# TcdB inh: TcdB glycohydrolase inhibitors, primary screen, biochemical, single point, plate reader | Toxin B (Clostridioides difficile), P18177 | TcdB glycohydrolase enzymatic assay | inhibition, % at 9.99 µM | 0.24% of 350,000 active; in the data active = inhibition above about 10%
# BH1578 lux ind: inducers of Vibrio cholerae quorum light production without autoinducers, primary screen, BH1578 luxS cqsA deficient, single point; V. cholerae BH1578 lux reporter, luminescence, 6 h; 0.16% of 350,000 active; activation, % at 18.7 µM; AID 588436, 2011; in the data active = activation mostly above about 9.7%, no sharp cut-off; note: not every result past the cut was called active; inactives centre near 0; reference of the scale not given here
# Mtb FBA inh: Mtb FBA enzyme inhibitors, primary screen, biochemical, fluorescence, strain H37Rv; Fructose-bisphosphate aldolase (Mycobacterium tuberculosis (strain ATCC 25618 / H37Rv)), …; purified M. tuberculosis FBA, fluorescence read-out; inhibition, % at 1 µM; 2.3% of 360,000 active; AID 588726, 2011; in the data active = inhibition above about 27%;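 note: 0% = vehicle and 100% = reference inhibitor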
# Target sequence (P9WQA3 whole entry, looked up): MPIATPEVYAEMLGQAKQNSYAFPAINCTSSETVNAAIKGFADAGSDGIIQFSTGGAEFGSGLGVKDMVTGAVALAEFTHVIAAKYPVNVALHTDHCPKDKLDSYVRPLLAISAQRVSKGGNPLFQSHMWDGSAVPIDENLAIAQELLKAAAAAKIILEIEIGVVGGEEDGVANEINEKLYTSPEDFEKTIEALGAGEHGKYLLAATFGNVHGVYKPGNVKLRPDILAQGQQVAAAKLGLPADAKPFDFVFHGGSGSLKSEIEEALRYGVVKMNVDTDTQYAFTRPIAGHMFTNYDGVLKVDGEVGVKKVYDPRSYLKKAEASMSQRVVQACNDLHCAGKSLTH
# Mtb UGM inh: M. tuberculosis UGM enzyme inhibitors, primary screen, biochemical, fluorescence polarization, single point. 0.06% of 320,000 active. inhibition, % at 10 µM. purified UGM, fluorescence polarization probe displacement; in the data active = inhibition above about 10%, passing the limit was not always enough
# Target sequence (P9WIQ1 whole entry, looked up): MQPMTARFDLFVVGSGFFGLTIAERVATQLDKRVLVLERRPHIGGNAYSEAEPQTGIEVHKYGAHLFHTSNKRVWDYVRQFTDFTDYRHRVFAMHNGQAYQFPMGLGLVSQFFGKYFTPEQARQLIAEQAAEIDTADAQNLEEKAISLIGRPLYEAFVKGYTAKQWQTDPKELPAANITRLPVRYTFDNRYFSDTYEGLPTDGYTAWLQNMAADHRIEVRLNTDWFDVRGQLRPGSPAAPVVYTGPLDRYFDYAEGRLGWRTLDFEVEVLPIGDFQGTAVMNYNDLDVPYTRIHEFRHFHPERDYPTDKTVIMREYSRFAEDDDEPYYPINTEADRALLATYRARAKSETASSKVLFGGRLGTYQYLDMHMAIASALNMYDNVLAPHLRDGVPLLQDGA
# GDH-TPI counter: GDH-TPI coupling enzyme inhibitors, primary screen, artefact control for M. tuberculosis FBA inhibitor project, biochemical, absorbance, full deck; AID 588335, 2011; GDH-TPI coupled enzyme counterscreen, NADH absorbance; inhibition, % at 4.8 µM; 1.2% of 360,000 active; in the data active = inhibition above about 30%;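 note: 0% = DMSO wells and 100% = wells lacking the enzyme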
# FadD28 binding: inhibitors of FadD28 bisubstrate probe binding, primary screen, biochemical, fluorescence polarization, single point. inhibition, % at 12.5 µM. 0.22% of 360,000 active. AID 588549, 2011; in the data active = inhibition above about 8.5%, passing the limit was not always enough
# PfHsp40 yeast: rescue of yeast from PfHsp40 toxicity, primary screen, S. cerevisiae, ATP luminescence | S. cerevisiae expressing PfHsp40, growth rescue | growth rescue, % at 12.5 µM | 0.68% of 340,000 active; in the data active = growth rescue above about 28%, passing the limit was not always enough;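 note: yeast W303a lacking pdr1 and pdr3 grown in galactose medium; growth measured after three days at 30 °C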
# BioA inh: M. tuberculosis BioA enzyme inhibitors, primary screen, biochemical, plate reader, single point, HTS. purified M. tuberculosis BioA enzyme. inhibition, % at 9.99 µM. 0.096% of 360,000 active. AID 602481, 2012; in the data active = inhibition above about 40%
# Y pestis TopoI: Yersinia pestis topoisomerase I inhibitors, primary screen, biochemical, cleavage product accumulation, plate reader, single point. DNA topoisomerase I (Yersinia pestis CO92). Y. pestis Topo-I cleavage product accumulation. activity, % at 10 µM. 0.064% of 360,000 active. AID 504884, 2011; in the data active = activity above about 50%, passing the limit was not always enough; note: inactives centre near 2
# An asterisk follows results filed as active; i = inactive; / = no result given.
compound,TcdB inh,BH1578 lux ind,Mtb FBA inh,Mtb UGM inh,GDH-TPI counter,FadD28 binding,PfHsp40 yeast,BioA inh,Y pestis TopoI
CN(C)c1ccc(C(CC(=O)O)NC(=O)c2ccc(Cl)cc2)cc1 (stereo unspecified),/,i,2,-3.2,2,1.2,0.2,-1.0,2
Cc1occc1C(=O)N/N=C/c1ccc(Cl)c([N+](=O)[O-])c1,1.6,i,-5,-0.3,11,-0.6,-1.6,/,-8
CCc1ccc(NC(=O)c2cnc3n(c2=O)CCS3)cc1,2.2,-0.4,1,-1.1,29,-1.4,-1.2,-0.4,5
COc1ccc(C2c3ccc(O)cc3Oc3ncn(Cc4ccccc4)c(=N)c32)cc1OC (stereo unspecified),3.0,1.0,5,-0.5,4,-1.2,0.8,/,7
Cc1nc2ccc(F)cc2cc1C(=O)NC(C)C,0.3,-0.6,1,2.2,-8,-2.8,0.5,-9.7,9
Cc1[nH]c(SCC(=O)Nc2cc(C(N)=O)cc(C(N)=O)c2)nc1Cc1ccccc1,0.2,i,-2,-0.3,-4,-22,-1.3,4.2,2
COc1cc2[nH]c(=O)n(CCC(=O)N3CCN(Cc4ccccc4)CC3)c(=O)c2cc1OC,2.1,-0.5,9,0.2,13,-3.4,0.7,0.8,7
CCc1ccccc1NC(=O)COC(=O)C1C2CC3OC(=O)C1C3C2 (stereo unspecified),0.2,-0.3,0,-0.3,-4,0.2,1.7,-0.6,-2
COc1cccc(CN(C)CC(=O)N2CCN(S(=O)(=O)c3ccccc3)CC2)c1,0.1,0.3,0,/,0,-0.4,/,-0.9,8
COC(=O)c1ccccc1NC(=O)NCc1ccncc1,1.9,2.2,3,0.3,12,-2.6,-2.2,/,-6
Cc1cc(C)nc(Nc2nc(C(N)CCc3ccccc3)cs2)n1 (stereo unspecified),-2.4,i,-2,/,0,-1.2,/,7.4,26
O=C(COc1ccccc1Cl)NCC(c1cccs1)N1CCOCC1 (stereo unspecified),6.8,-0.9,-1,-1.4,-2,-4.3,-0.3,2.3,0
CN(C(=O)COC(=O)C12CC3CC(CC(Cl)(C3)C1)C2)c1ccccc1,1.6,i,1,-1.4,13,0.0,1.3,-8.5,-12
COc1ccc2cc(/C=N/O)c(Cl)nc2c1,-0.8,-2.0,25,-0.3,7,0.8,2.4,/,8
CC1(C)Oc2ccc(NC(=O)C3COc4ccccc4O3)cc2O1 (stereo unspecified),/,i,-3,-1.3,1,-1.1,41*,0.0,4
CCOC(=O)CC1Sc2ccccc2NC1=S (stereo unspecified),-0.7,i,1,-0.9,20,-1.6,-1.6,0.0,-5
C=CCNC(=S)N1CCN(S(=O)(=O)c2ccc(C)cc2)CC1,-0.5,i,1,4.0,19,-1.7,-0.1,-0.6,-2
NC(=O)c1ccc(C(=O)N/N=C(/Cc2ccccc2)c2ccccc2)cc1,0.0,i,2,-4.4,10,-1.9,-0.1,2.1,-8
COc1ccc(/C(C)=N/OC/C(O)=C(\C#N)c2nc3ccccc3[nH]2)cc1OC,0.3,-0.2,-1,4.1,18,-0.3,0.6,/,1
CC1(C2CC(=O)c3c(O)ccc(O)c3C2)OCCO1 (stereo unspecified),-18,-5.9,1,/,8,0.4,/,-2.8,-2
COc1ccc(C(=O)NC(C(=O)NCc2ccccc2OC)C(C)C)cc1 (stereo unspecified),15*,-1.5,-4,-0.6,-10,-4.9,-1.0,/,5
COc1cccc(/C=N/NC(=O)c2[nH]c(C)c(C(=O)N/N=C/c3cccc(OC)c3)c2C)c1,/,-0.7,-5,-2.3,42*,-10,0.2,0.3,-4
C=CCN1C(c2ccc(Br)cc2)=CS/C1=C(\C#N)c1nnc(N2CCOCC2)n1-c1ccccc1,0.3,3.0,0,/,19,-0.8,-0.1,/,39
COc1cc(CNC(C)C23CC4CC(CC(C4)C2)C3)ccc1OCC(=O)NC(C)(C)C (stereo unspecified),1.2,i,-1,-0.6,6,-0.1,-1.4,/,19
CC1CCN(C(C)C(=O)Nc2ccccc2-c2ccccc2)CC1 (stereo unspecified),/,i,5,0.5,-8,-2.7,1.1,3.6,37
O=C(NCc1ccco1)C1CCCN(c2ncnc3c2nc2n3CCCCC2)C1 (stereo unspecified),0.3,-0.2,-1,0.7,-8,-3.8,0.1,4.8,5
CCC1(C)Cc2c(sc3nc(NC)n(C)c(=O)c23)CO1 (stereo unspecified),/,i,26,-1.6,16,-1.2,1.0,2.0,-4
O=C(C1CC(=O)N(c2ccc(F)cc2)C1)N1CCN(c2ccccc2)CC1 (stereo unspecified),1.8,-0.3,0,3.0,2,-2.7,-1.7,3.9,3
O=C1NC(=S)NC(=O)C1=Cc1c(Cl)cccc1Cl,0.7,-2.0,2,/,15,-2.7,0.6,0.0,2
Cc1ccc(CNC(=O)CN2C(=O)COc3ccc(S(=O)(=O)N4CCCCC4)cc32)o1,0.7,-0.2,-3,-2.4,2,-1.1,-0.3,0.0,6

# Molecules listed so far containing a Cl atom, in the order listed:
compound,TcdB inh,BH1578 lux ind,Mtb FBA inh,Mtb UGM inh,GDH-TPI counter,FadD28 binding,PfHsp40 yeast,BioA inh,Y pestis TopoI
CN(C)c1ccc(C(CC(=O)O)NC(=O)c2ccc(Cl)cc2)cc1 (stereo unspecified),/,i,2,-3.2,2,1.2,0.2,-1.0,2
Cc1occc1C(=O)N/N=C/c1ccc(Cl)c([N+](=O)[O-])c1,1.6,i,-5,-0.3,11,-0.6,-1.6,/,-8
O=C(COc1ccccc1Cl)NCC(c1cccs1)N1CCOCC1 (stereo unspecified),6.8,-0.9,-1,-1.4,-2,-4.3,-0.3,2.3,0
CN(C(=O)COC(=O)C12CC3CC(CC(Cl)(C3)C1)C2)c1ccccc1,1.6,i,1,-1.4,13,0.0,1.3,-8.5,-12
COc1ccc2cc(/C=N/O)c(Cl)nc2c1,-0.8,-2.0,25,-0.3,7,0.8,2.4,/,8
O=C1NC(=S)NC(=O)C1=Cc1c(Cl)cccc1Cl,0.7,-2.0,2,/,15,-2.7,0.6,0.0,2

# The list continues.
compound,TcdB inh,BH1578 lux ind,Mtb FBA inh,Mtb UGM inh,GDH-TPI counter,FadD28 binding,PfHsp40 yeast,BioA inh,Y pestis TopoI
O=C(CCCc1nc(-c2ccccc2Cl)no1)N1CCOCC1,2.5,i,-1,-1.6,10,-1.3,0.5,/,-17
CC(C)COC(=O)Nc1nnc(Cc2ccccc2)s1,1.3,0.2,-2,1.1,4,-1.3,-0.1,/,2
CCCCc1nnc(NC(=O)c2ccccc2OCc2c(C)noc2C)s1,1.0,-4.8,1,1.1,0,-1.3,-0.4,0.0,32
Nc1cc(CN2C(=O)c3ccccc3C2=O)cc(Cl)c1O,/,-10,1,-2.0,4,0.5,-0.1,1.2,-2
O=C(CC1CCCCC1)NCCOc1ccccc1,/,-3.4,1,2.0,0,-2.2,0.7,/,0
CCOC(=O)c1sc(N2N=C(C)C(N=Nc3cccc(C)c3)C2=O)nc1C (stereo unspecified),0.2,-2.8,-1,0.0,5,-3.6,-1.1,-1.3,-5
CCCCn1c(N)c(N(CC(C)C)C(=O)c2cc(S(=O)(=O)N3CCCCC3)ccc2C)c(=O)[nH]c1=O,2.4,-1.2,3,-1.1,1,-1.4,0.0,-1.3,5
Cc1ccc(S(=O)(=O)NCCC(=O)NC2CCCCC2C)cc1 (stereo unspecified),-0.1,i,-2,-0.6,3,-3.6,-1.0,-1.0,-1
O=C(O)CN1C(=O)/C(=C\C(Br)=C\c2ccccc2)SC1=S,-0.8,0.5,-5,-0.1,13,4.9,6.7,0.1,5
CCCC(=O)Nc1ccc(NC(=O)c2cccs2)cn1,/,-10,3,0.9,11,2.3,-0.3,0.6,5
C=CCNC(=O)/C(C#N)=C/c1ccc(C)o1,1.1,i,1,-3.0,15,-0.3,1.7,/,2
O=C(CNCc1ccccn1)Nc1cc(S(=O)(=O)N2CCCCC2)ccc1Cl,1.3,-0.2,3,-0.6,0,-0.6,-1.1,/,-4
Cc1ccc(N(c2ncnc(N)c2[N+](=O)[O-])C2CCCCC2)cc1,/,0.4,7,-0.3,20,1.0,0.6,0.7,2
CC(C)CNC(=O)C1(C)CCCN1C(=O)c1cncc(Br)c1 (stereo unspecified),-0.9,-0.4,1,/,5,-0.4,/,-0.3,3
CN1C(=O)N(C)C2C1N(C)S(=O)(=O)N2C (stereo unspecified),0.9,/,1,-2.1,6,-2.1,-1.9,-1.3,-5
Cn1nc2c3ccccc3n(Cc3ccccc3)c2nc1=S,1.2,i,-1,0.8,0,-3.4,1.2,/,-6
Cc1cccc(C)c1NC(=O)C1CCCN1S(=O)(=O)c1ccccc1 (stereo unspecified),1.0,-0.3,0,1.5,-4,-0.5,-1.8,-0.4,9
COc1ccccc1NC(=O)CCC(=O)O,/,-0.7,0,0.9,5,-0.9,0.0,-2.9,-2
C(=N\N1CCN(c2ccccc2)CC1)/c1ccccc1,-0.3,i,7,1.3,1,0.7,-0.3,-1.5,0
COc1cccc(OC(C)c2ccnc3nc(/N=C/N(C)C)nn23)c1 (stereo unspecified),/,-0.7,17,-3.6,15,-1.1,0.0,8.1,-4
Cc1ccc(Nc2cc(-n3cccn3)ncn2)c(C)c1,0.3,-0.4,2,2.2,6,-0.2,-0.4,-1.2,1
COc1ccc(CC(=O)NCc2n[nH]c(=S)n2C)cc1,-0.6,i,3,-0.9,-8,-4.6,-2.0,-1.7,4
CC(=O)Nc1ccc(S(=O)(=O)N2CCC3(CC2)CC(=O)c2ccccc2O3)cc1,0.4,-0.6,8,0.1,2,-1.1,0.3,/,9
Cc1cc(C(=O)NC2CC(C)(C)Cc3c2cnn3-c2ccccc2)n(C)n1 (stereo unspecified),1.6,-1.5,-2,-1.3,-5,-2.2,0.3,5.4,3
CC(C)OP(=O)(c1ccc(N(C)C)cc1)C(O)c1c(Cl)cccc1Cl (stereo unspecified),/,i,2,-0.1,4,1.8,0.6,/,6
CC(C)C[C@@H](CN)NC(=O)c1nc[nH]c1C(=O)N[C@@H](Cc1ccccc1)C(=O)CNC[C@H](C)NC(=O)c1nc[nH]c1C(=O)N[C@@H](C)C(=O)O,0.1,i,0,/,-6,-1.7,-0.1,-0.1,3
O=C(NCc1ccccc1)NC1(C(=O)N2CCN3CCCC3C2)CCCCC1 (stereo unspecified),/,-0.3,3,-2.1,11,-0.3,-0.1,-1.2,1
N#Cc1cc(-c2ccc(Cl)cc2)cn(Cc2c(Cl)cccc2Cl)c1=O,/,i,6,1.9,9,0.6,-1.0,-0.9,7
CC(C)(C)c1ccc(C(=O)N2CCN(S(=O)(=O)c3ccc(Br)s3)CC2)cc1,-0.2,i,-3,0.0,-11,-2.8,0.7,-0.5,-1
O=S1(=O)CC(NCc2ccccc2)C(Nc2ccccc2)C1 (stereo unspecified),0.1,-0.3,-1,-1.7,11,-0.7,-0.6,-3.0,-6
Cc1cccc(NC(=O)CSc2nc(NS(=O)(=O)c3ccccc3)cc(=O)[nH]2)c1,1.4,-0.3,-1,0.2,-4,-1.3,0.0,/,1
Cn1c(N)nc2ccccc2c1=O,2.6,0.5,28*,-0.2,-1,-1.1,/,-0.8,3
O=C(CSc1nnc(COc2ccc(Cl)cc2)o1)Nc1ccc(N2CCOCC2)cc1,-1.9,-0.7,1,/,6,-0.1,/,/,0
COc1cc(C(=O)Nc2ccncc2)cc(OC)c1OC,0.4,-0.5,-1,-1.8,0,-2.6,-0.6,-0.3,6

# Compound activity from PubChem.
